MT stabilizer – microtubule stabilizers in HeLa cells. % tubulin-high responders, % at 10 µM. 0.83% of 200,000 active. HeLa tubulin immunostaining HCS, 24 h; share of cells brighter than vehicle mean+2SD;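 active = plate Z-score above 3 for both tubulin-high and condensed-nucleus cell shares, with cell loss under 80%, at 10 µM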;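 also: anti alpha tubulin signal scored within the nucleus-defined area of each cell; some results filed as inactive read as strong as hits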
HIV peptide binding – cell-free HIV fusion peptide-binding blockers – biochemical, uHTS, fluorescence dequenching, primary screen (AID 1986); cell-free peptide binding, fluorescence dequenching, 30 min; higher % means a stronger effect; inhibition, % at 20 µM, or IC50 in µM where a hit was titrated; 0.3% of 290,000 active; in the data active = inhibition mostly above about 52%, no sharp cut-off; inactive = mostly below about 76%; also: some results filed as inactive read as strong as hits
Ins promoter up – MIN6 insulin promoter up-regulation; 0.3% of 190,000 active; z-score at 5 µM; MIN6 insulin promoter-GFP reporter, high-content imaging; active compounds read high; AID 1625;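 active = z-score above 3 at 5 µM with at least 500 cells counted in the well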
Dynein transport – blocks dynein driven cargo transport along microtubules; z-score, hits read low; 0.47% of 220,000 active; 3617.4 mouse cells, GR-EGFP nuclear translocation imaging; test concentration mostly 20 µM; stimulated with dexamethasone, 1 µM; active compounds read low;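 active = plate z-score of nuclear minus cytoplasmic receptor signal below a set negative limit, without overly bright fluorescence or cell loss, cut at about -3.5 in these data, passing the limit was not always enough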;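 also: z-score of nuclear minus cytoplasmic ring GR-EGFP intensity difference per well; some compounds called inactive have numbers as strong as hits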
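Buffer or medium – tet-free medium with charcoal-stripped serum · Signal – automated 10x imaging of fixed Hoechst-stained cells · Also added – dexamethasone agonist, 1.0 µM final, for 30 min · Incubation – induction 48 h, compound 1 h, agonist 30 min · Read-out – GR-EGFP nuclear translocation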
WT yeast gro inh – growth inhibition of WT yeast, mitochondrial fusion screen | mitochondrial fusion phenotypic screen, WT strain | inhibition, % at 10 µM | 2.1% of 190,000 active | AID 1362; in the data active = inhibition above about 58%; tested in S. cerevisiae
AID2073 – disruptors of CaV2.2 binding to Mint1 – biochemical, HTRF (AID 2073); HTRF protein-protein interaction, Mint1-CaV2.2; higher % means a stronger effect; one-dose inhibition, % at 20 µM; IC50 in µM for titrated hits; 0.19% of 290,000 active; in the data active = inhibition mostly above about 51%, no sharp cut-off; also: some results filed as inactive read as strong as hits
b-catenin transl – beta-catenin nuclear translocation modulation; HeLa beta-catenin nuclear translocation, immunofluorescence imaging; AID 1665; 0.3% of 190,000 active; nuclear translocation activity, % at 5 µM;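 active = nuclear translocation activity above 50% at 5 µM, with a well cell count of 50 or more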;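 also: per-cell ratio of nuclear to cytoplasmic median beta-catenin stain intensity; plate controls were DMSO negative control for no effect and GSK-3 inhibitor IX positive control for full effect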
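System: Human HeLa cells, endogenous beta-catenin | Compound dosing: 5 µM primary, 0.02–20 µM confirmation | Timing: 24 h compound exposure at 37°C, 5% CO2 | Measured by: Fluorescence imaging of beta-catenin antibody stain plus DAPI | Read-out basis: % activation of per-cell nuclear versus cytoplasmic median beta-catenin signal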
Autophagy mod – alters autophagy in cells; MEF GFP-LC3 puncta imaging; test concentration mostly 10 µM; calls only at 10 µM (by protocol); 0.98% of 190,000 active;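 active = percentage of spot-positive cells more than 3 SD above its plate mean, without a fluorescence outlier flag or 80% toxicity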;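 also: spot-positive cell cutoff set from DMSO-treated cells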
Yfh1-depleted yeast – enhancers of respiration in Yfh1-depleted yeast, dose response, Friedreich's ataxia, plus single-dose screen (AID 1465). fold induction at 50 µM; hits with a dose series show EC50 in µM. 0.074% of 220,000 active. S. cerevisiae Yfh1-off respiration, WST-1 reduction, 72 h; higher fold induction means a stronger effect;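 active = fold induction of absorbance versus untreated yeast above a set limit, then at least 30% activation at any dose in follow-up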;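 also: activators that raise dye reduction in frataxin-depleted yeast; strong numbers were not always called active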
WT yeast gro inh mutant strain – second read-out of WT yeast gro inh, no call of its own (marks repeat the call); inhibition, %; mitochondrial fusion phenotypic screen, mutant strain inhibition
Dynein transport cytoplasmic EGFP – further read-out of Dynein transport, marked with its call; z-score; measured here: cytoplasmic GR-EGFP intensity; active compounds read high
Dynein transport nuclear GR-EGFP – also measured in Dynein transport; calls as there; z-score; measured here: nuclear GR-EGFP intensity;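 lower value marks the stronger effect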
Dynein transport cell count – recorded beside Dynein transport, whose call it bears; z-score; measured here: cell count per field
Ins promoter up cell count – further read-out of Ins promoter up, marked with its call; cell count; measured here: cytotoxicity, nuclei count;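 total cells summed across four imaged fields per well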
b-catenin transl cell count 5 µM – recorded beside b-catenin transl, whose call it bears; cell count; measured here: cell count, cytotoxicity flag
MT stabilizer Hoechst-high % – also measured in MT stabilizer; calls as there; % Hoechst-high responders; measured here: nuclear condensation Hoechst responders;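 share of cells brighter than vehicle mean plus two SD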
MT stabilizer cytotoxicity % – second read-out of MT stabilizer, no call of its own (marks repeat the call); toxicity, %; measured here: cytotoxicity by cell density;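 0% = mean cell density of plate MIN control wells and 100% = no cells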
Autophagy mod cell loss 18 h – also measured in Autophagy mod; calls as there; toxicity, %; measured here: cell loss, nuclei count;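 cell loss after 18 h compound exposure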
Numbers without * were called inactive; i = inactive; nt = no result given.

SMILES | MT stabilizer | MT stabilizer Hoechst-high % | MT stabilizer cytotoxicity % | HIV peptide binding | Ins promoter up | Ins promoter up cell count | Dynein transport | Dynein transport cytoplasmic EGFP | Dynein transport nuclear GR-EGFP | Dynein transport cell count | WT yeast gro inh | WT yeast gro inh mutant strain | AID2073 | b-catenin transl | b-catenin transl cell count 5 µM | Autophagy mod | Autophagy mod cell loss 18 h | Yfh1-depleted yeast
CCN(CC)S(=O)(=O)c1cc(NC(=O)CCNC(=O)c2ccccc2Cl)ccc1C | 2.5 | 2.8 | 9.8 | -0.5% | 0.12 | 1357 | 0.997 | -0.103 | 0.185 | -1.21 | -8.5 | -21.9 | 3.2% | -0.8 | 968 | i | 10.3 | i
CC1(C)CC(O)C(C(O)c2cccc([N+](=O)[O-])c2)C(C)(C)N1 (stereo not drawn) | 3.2 | 2.0 | 8.8 | -0.5% | -0.15 | 1306 | 0.399 | -0.249 | 0.357 | -0.307 | -3.8 | -8.5 | 15.3% | -0.6 | 965 | i | 17.3 | i
COc1cccc(C(=O)O/N=C2\CCS(=O)(=O)c3sccc32)c1 | 4.6 | 1.6 | 9.6 | -0.9% | -0.38 | 1523 | -0.356 | -0.277 | -0.21 | 0.377 | 1.8 | -3.9 | -5.3% | 0.0 | 1482 | i | 14.2 | i
COc1ccc(N(CC(=O)NCc2ccccc2OC)S(=O)(=O)c2c(C)nn(C)c2C)cc1 | 2.9 | 1.5 | 7.2 | -0.4% | -0.57 | 999 | -0.817 | -0.268 | -0.488 | 0.396 | 10.9 | -1.0 | 9.0% | -0.5 | 1152 | i | 4.3 | i
CCOC(=O)c1oc2ccc(OC)cc2c1NC(=O)CN1CCN(C)CC1 | 1.4 | 1.2 | 4.9 | 1.0% | 0.11 | 969 | -0.711 | -0.0192 | -0.124 | 0.458 | -7.6 | -3.8 | 20.1% | -1.7 | 1195 | i | 25.8 | i
Cc1ccc(OCc2nc(-c3ccccc3)no2)c(C)c1 | 1.9 | 1.7 | 1.6 | -0.8% | 0.69 | 1220 | -0.539 | -0.337 | 0.0984 | 0.412 | 9.8 | 1.2 | 0.1% | -9.5 | 961 | i | -6.4 | i
COc1cc(/C=N/N=C2/NC(=O)C(Cc3ccc(F)cc3)S2)ccc1O (stereo not drawn) | 3.6 | 1.9 | 8.6 | -1.3% | -1.72 | 1296 | -1.22 | -0.312 | -0.0813 | 0.951 | -3.7 | 15.1 | 21.0% | 2.4 | 1053 | i | 2.1 | i
COc1ccc(NC(=O)CSc2nnc(Cn3nnc4ccccc43)n2C)cc1 | 6.0 | 2.3 | 4.6 | 0.5% | -0.28 | 858 | -0.00517 | -0.179 | 0.292 | 1.7 | -3.2 | -2.1 | -16.5% | -4.9 | 1151 | i | 10.5 | i
CCCS(=O)(=O)n1nc(-c2ccc(C)cc2)cc1N | 2.8 | 3.5 | 6.5 | 0.2% | -0.81 | 856 | -0.464 | -0.302 | -0.272 | 0.426 | 1.3 | -24.8 | -3.6% | 7.1 | 1051 | i | 9.9 | i
CCOC(=O)C(=O)c1cn(C2OCC(OC(C)=O)C(OC(C)=O)C2OC(C)=O)c2ccccc12 (stereo not drawn) | 1.7 | 3.1 | 7.4 | -2.1% | nt | nt | -0.494 | -0.256 | -0.612 | 0.65 | -20.4 | -2.9 | -0.1% | -0.6 | 1029 | i | -13.6 | i
COc1ccc(CC(=O)Nc2c3c(nn2-c2cccc(C)c2C)CS(=O)C3)cc1 (stereo not drawn) | 3.6 | 1.9 | 1.7 | 0.0% | 1.04 | 1215 | -0.598 | -0.169 | -0.21 | -0.568 | -20.1 | -2.4 | -4.4% | -3.3 | 821 | i | 3.4 | i
Cc1cccc(N2CCN(C(=O)CN3C(=O)NC(C)(C)C3=O)CC2)c1C | nt | nt | nt | 1.2% | 0.52 | 1405 | 0.152 | -0.293 | -0.201 | 0.21 | nt | nt | 23.4% | 0.2 | 1347 | nt | nt | i
Cc1ccc2c(c1)/C(=C/c1ccco1)C(=O)N2 | 2.3 | 2.6 | 0.4 | 1.4% | -0.06 | 1105 | -1.04 | -0.216 | -0.784 | 0.523 | -7.6 | -15.4 | 2.5% | -2.8 | 1089 | i | 0.5 | i
C=CCC(C)(NCc1ccccc1)c1ccco1 (stereo not drawn) | 2.2 | 1.9 | 5.8 | 4.5% | 0.62 | 1677 | -0.424 | 0.00704 | -0.737 | -0.665 | 1.2 | 4.4 | -1.0% | 2.1 | 1311 | i | 10.9 | i
COc1cccc(-c2ccc(C#N)c(OC(=O)c3c(Cl)cccc3Cl)n2)c1 | 4.6 | 5.7 | 5.3 | -3.1% | 0.54 | 1291 | 0.155 | -0.328 | 0.239 | -0.224 | 62.3* | -3.9* | 4.8% | -0.6 | 1434 | i | -16.0 | i
CCOC(=O)COc1ccc(S(=O)(=O)NCCC2=CCCCC2)cc1 | 1.7 | 0.2 | 20.1 | -0.9% | 0.46 | 1169 | -0.499 | -0.155 | 0.00296 | 0.127 | 3.5 | 11.5 | -7.3% | 0.2 | 1021 | i | -6.2 | i
Cc1c(C(=O)O)sc(=S)n1-c1ccc(Cl)cc1 | 2.5 | 1.7 | 9.6 | 2.4% | 0.17 | 1943 | -0.697 | -0.215 | -0.314 | 0.987 | -1.5 | 11.6 | 3.6% | -1.1 | 1076 | i | 6.0 | i
Cc1cc(S(=O)(=O)N(Cc2ccc(C(C)C)cc2)CC2CCCO2)ccc1-n1cnnn1 (stereo not drawn) | 1.4 | 1.5 | 14.0 | 6.8% | nt | nt | 1.41 | -0.333 | 0.252 | -0.0243 | 44.1 | 16.6 | 7.8% | nt | nt | i | 2.8 | i
O=C(CCCCCCN1C(=O)c2ccccc2C1=O)N1CCC(c2ccccc2)C1 (stereo not drawn) | 2.0 | 2.1 | 7.0 | -2.0% | -0.01 | 1131 | -0.941 | -0.286 | -0.496 | 1.11 | 45.2 | 2.0 | 8.1% | 1.0 | 453 | i | 0.9 | i
CC12CC3(C)CC(C)(C1)CC(C(=O)NC(=S)N1CCOCC1)(C2)C3 | 3.2 | 1.4 | 6.5 | -1.9% | 0.33 | 1541 | -0.379 | -0.212 | -0.424 | 1 | 4.5 | 43.4 | -26.0% | -2.2 | 1302 | i | -14.1 | i
CCCn1c(CCc2ccccc2)nnc1SCC(=O)N1CCOCC1 | 1.4 | 1.6 | 54.4 | 1.4% | 0.23 | 1192 | -0.844 | -0.239 | -0.187 | 0.462 | -7.8 | -5.2 | -6.1% | -0.9 | 1081 | i | 6.1 | i
CCNc1nc(-c2ccc(Cl)cc2)cs1 | 1.6 | 2.1 | 2.0 | 0.1% | -0.96 | 615 | 0.709 | -0.171 | 1.15 | -0.432 | 18.9 | 18.8 | -12.3% | 2.5 | 700 | i | -5.5 | i
CC(OC(=O)c1nsc(Cl)c1Cl)C(=O)NCc1ccco1 (stereo not drawn) | 3.8 | 1.6 | 4.1 | 1.3% | -0.27 | 1205 | 0.441 | -0.201 | 0.193 | -0.663 | -7.1 | -10.2 | -1.8% | -0.4 | 1181 | i | 3.3 | i
CN1CCC(NC(=O)c2cccs2)CC1 | 4.2 | 1.5 | 3.3 | 1.7% | -0.82 | 1677 | -0.596 | -0.185 | -0.102 | -0.303 | 3.8 | 7.8 | 2.3% | 2.5 | 991 | nt | nt | i
CC(NC(=O)COC(=O)Cc1ccsc1)C1CC2CCC1C2 (stereo not drawn) | 2.2 | 1.1 | 8.1 | -0.2% | 0.18 | 942 | -0.154 | -0.217 | 0.0292 | 0.579 | -7.7 | 13.9 | 9.6% | nt | nt | i | -1.0 | i
CSc1nc2c(c(=O)[nH]1)C(c1ccncc1)C(C(=O)OC(C)C)=C(C)N2 (stereo not drawn) | 3.2 | 0.5 | 0.8 | 1.2% | -0.07 | 1650 | -0.157 | -0.104 | -0.161 | 0.446 | 1.8 | -0.1 | -6.1% | 0.3 | 1405 | i | 2.9 | i
C/C(=N/NC(=O)CNC(=O)c1ccccn1)c1ccc([N+](=O)[O-])cc1 | 1.6 | 1.8 | 1.4 | 0.0% | nt | nt | -0.042 | -0.235 | 0.109 | 0.257 | 9.3 | 2.5 | -13.6% | -7.3 | 628 | i | 12.5 | i
Cc1ccc(-c2noc(CSc3nnc(-c4cccs4)n3C)n2)cc1 | 3.8 | 2.1 | 7.2 | -1.5% | 0.38 | 863 | -0.741 | -0.207 | -0.391 | 0.569 | 9.8 | 15.1 | 0.2% | nt | nt | i | -2.6 | i
O=c1[nH]nc(SCCS(=O)(=O)c2ccc(F)cc2)n1-c1ccccc1 | nt | nt | nt | -1.1% | nt | nt | -0.483 | -0.216 | -0.288 | 0.892 | nt | nt | -3.6% | -1.4 | 1136 | nt | nt | i
O=c1c2ccccc2[nH]c(=S)n1CCN1CCC(=C(c2ccc(F)cc2)c2ccc(F)cc2)CC1 | 3.5 | 3.8 | 2.6 | 3.0% | nt | nt | -0.0677 | -0.279 | 0.434 | 0.382 | 77.9* | 62.2* | -5.5% | nt | nt | i | -2.1 | i
CCCCNC(=O)C1CCCN(S(=O)(=O)CC)C1 (stereo not drawn) | 1.8 | 2.2 | 6.3 | 0.3% | 0.06 | 1244 | -0.172 | -0.168 | -0.147 | 0.415 | -8.6 | 13.9 | 6.4% | nt | nt | i | -6.2 | i

Three entries already listed, sorted by their value in Dynein transport cell count, highest first.
mol | MT stabilizer Hoechst-high % | HIV peptide binding | Dynein transport | Dynein transport cytoplasmic EGFP | Dynein transport nuclear GR-EGFP | Dynein transport cell count | WT yeast gro inh mutant strain | AID2073
CCOC(=O)C(=O)c1cn(C2OCC(OC(C)=O)C(OC(C)=O)C2OC(C)=O)c2ccccc12 (stereo not drawn) | 3.1 | -2.1% | -0.494 | -0.256 | -0.612 | 0.65 | -2.9 | -0.1%
CCCCNC(=O)C1CCCN(S(=O)(=O)CC)C1 (stereo not drawn) | 2.2 | 0.3% | -0.172 | -0.168 | -0.147 | 0.415 | 13.9 | 6.4%
CC1(C)CC(O)C(C(O)c2cccc([N+](=O)[O-])c2)C(C)(C)N1 (stereo not drawn) | 2.0 | -0.5% | 0.399 | -0.249 | 0.357 | -0.307 | -8.5 | 15.3%
